# Screening results deposited in PubChem BioAssay by several laboratories.
# hcDAF-12 act – H. contortus DAF-12 activation, primary screen; HEK293 hcDAF-12 lit1-tk-luc reporter, luminescence; 0% DMSO, 100% Δ7-dafachronic acid; activation, % at 6.8 µM; 1.4% of 370,000 active;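 active means activation above the mean of all tested compounds plus 3 SD, cut at about 5.5% in these data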;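 further: 100% = response to 3 µM Δ7-dafachronic acid high control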
# hgDAF-12 ag – activates the H. glycines DAF-12 receptor ligand-binding domain | HEK293 GAL4-hgDAF12 UAS-luciferase reporter, agonist luminescence; normalized to butyrate control | activation, % at 6.8 µM | 1.8% of 370,000 active | AID 687014;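 active means activation above a cutoff set at the mean of all screened compounds plus 3 SD, cut at about 10% in these data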;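 further: 0% = DMSO wells and 100% = sodium butyrate wells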
# NPR1 activator – GC-A (human) enzyme activation; AID 1671463; HEK293 GC-A cells, cGMP TR-FRET, EC30 ANP; 0% at EC30 ANP, 100% saturating ANP; activation, % at 10 µM; 0.14% of 370,000 active; in the data active means activation above about 40%
# ssDAF-12 act – activators of S. stercoralis DAF-12 nuclear receptor; AID 652126; 1% of 370,000 active; HEK293 ssDAF-12/GRIP1 lit1-tk-luc reporter, luminescence; % of 3 µM dafachronic acid response; activation, % at 6.8 µM;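 active means activation above the mean over all tested compounds plus 3 SD, cut at about 0.9% in these data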;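 further: 0% = DMSO-only wells and 100% = 3 µM delta7-dafachronic acid wells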
# GC-B act – GC-B (human) receptor activation; P20594; HEK293-GC-B cells, CNP EC30, cGMP TR-FRET; 0% at EC30 CNP, 100% saturating CNP; activation, % at 10 µM; 0.11% of 370,000 active; AID 1920062;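 active means activation at 10 µM reaching about 35% in either raw or pattern-adjusted values, limit read from the data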
# GAA850 FXN act – frataxin GAA850 promoter activation; HEK293 lucGAA850 FXN promoter luciferase reporter, 24 h; percent of 10 µM SAHA response; activation, % at 6 µM; 0.56% of 360,000 active;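 active means activation above the average of all compounds screened plus 3 SD, cutoff fixed separately per campaign, cut at about 7.5% in these data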;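 further: 0% = DMSO wells and 100% = 10 µM SAHA wells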
# DAX1 inh-1 – inhibitors of human orphan nuclear receptor DAX1 (NR0B1); P51843; HEK293 Gal4-DAX1 luciferase reporter, luminescence; inhibition, % at 6.75 µM; 0.99% of 340,000 active; AID 504766;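 active means inhibition above the mean over all tested compounds plus 3 SD, cut at about 4.2% in these data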;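 further: 0% = DAX1-transfected cells with DMSO and 100% = empty-vector control cells with DMSO; inhibition shows as a rise in luminescence from relieved DAX1 repression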
# Target sequence (P51843 207-470 limits assumed): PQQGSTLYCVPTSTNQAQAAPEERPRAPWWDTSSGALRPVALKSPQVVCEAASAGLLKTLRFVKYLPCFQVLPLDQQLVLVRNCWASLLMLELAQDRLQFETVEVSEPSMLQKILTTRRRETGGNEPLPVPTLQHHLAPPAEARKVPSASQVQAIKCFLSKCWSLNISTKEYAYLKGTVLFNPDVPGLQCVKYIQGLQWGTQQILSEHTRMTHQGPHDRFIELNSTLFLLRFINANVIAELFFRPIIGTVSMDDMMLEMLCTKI
# DAX1 inh-2 – DAX1 (NR0B1) inhibition, primary screen; inhibition, % at 6.8 µM; 1.1% of 370,000 active; HEK293T StAR-luciferase reporter, SF-1/DAX-1 repression relief; AID 652010;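 active means inhibition above the mean over all tested compounds plus 3 SD, cut at about 3.6% in these data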;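 further: 0% = DAX-1 cells with DMSO and 100% = cells lacking DAX-1 with DMSO; higher inhibition means more luminescence from relief of DAX-1 repression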
# HGIII-sPLA2 inh – Blocks human group III sPLA2 activity; Q9NZ20; QFRET BODIPY PC-A2 liposome hydrolysis, fluorescence; inhibition, % at 12.2 µM; 0.56% of 370,000 active; AID 743126;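 active means inhibition above mean plus 3 SD of compounds lying within the high and low control bounds, cut at about 19% in these data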;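 further: 0% = median of test compound wells and 100% = no enzyme DMSO wells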
# Target sequence (Q9NZ20 whole entry, looked up): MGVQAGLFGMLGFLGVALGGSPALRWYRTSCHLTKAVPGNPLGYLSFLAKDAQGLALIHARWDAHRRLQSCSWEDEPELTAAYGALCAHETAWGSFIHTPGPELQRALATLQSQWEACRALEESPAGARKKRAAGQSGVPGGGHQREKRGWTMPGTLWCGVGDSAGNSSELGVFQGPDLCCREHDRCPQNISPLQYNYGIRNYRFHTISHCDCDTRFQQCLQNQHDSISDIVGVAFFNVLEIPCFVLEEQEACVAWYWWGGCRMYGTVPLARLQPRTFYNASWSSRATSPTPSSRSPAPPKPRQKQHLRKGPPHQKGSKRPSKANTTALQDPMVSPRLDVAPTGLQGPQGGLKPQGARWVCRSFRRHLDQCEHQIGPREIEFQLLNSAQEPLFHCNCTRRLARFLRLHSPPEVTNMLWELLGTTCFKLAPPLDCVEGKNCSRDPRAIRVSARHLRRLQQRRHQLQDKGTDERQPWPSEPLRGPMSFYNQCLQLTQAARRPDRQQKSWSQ
# KLK7 zymogen act – activates the human kallikrein-7 zymogen. P49862. purified proKLK7, EDANS-DABCYL substrate fluorescence; 100% is mature enzyme control, 0% vehicle. 0.9% of 370,000 active. activation, % at 7 µM. AID 652039;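 active means activation above the mean of all tested compounds plus 3 SD, computed per campaign excluding outliers beyond control limits, cut at about 13% in these data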
# Target sequence (P49862 whole entry, looked up): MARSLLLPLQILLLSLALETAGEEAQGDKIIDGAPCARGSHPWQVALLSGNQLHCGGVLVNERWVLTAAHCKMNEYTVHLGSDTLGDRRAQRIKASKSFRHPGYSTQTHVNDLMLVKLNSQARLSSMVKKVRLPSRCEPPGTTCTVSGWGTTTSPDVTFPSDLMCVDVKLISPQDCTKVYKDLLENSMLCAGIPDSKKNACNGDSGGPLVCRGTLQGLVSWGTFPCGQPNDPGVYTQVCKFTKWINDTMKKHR
# SMARCA2 act – activators of SMARCA2 function; MG213 cells, MMTV-luciferase reporter, dexamethasone, overnight; activation, % at 9.1 µM; 1% of 370,000 active; AID 652017; in the data active means activation above about 7.8%;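 further: 0% = vehicle wells and 100% = reference activator wells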
# * marks the source's active call; other numbers are inactive results; nt = not tested or not shown.
# Start of the listing, in advance, six compounds:
SMILES,hcDAF-12 act,hgDAF-12 ag,NPR1 activator,ssDAF-12 act,GC-B act,GAA850 FXN act,DAX1 inh-1,DAX1 inh-2,HGIII-sPLA2 inh,KLK7 zymogen act,SMARCA2 act
O=c1[nH]n(-c2ccc(F)cc2)c2ncccc12,-0.6,-0.2,-6,-1.0,-1,1.3,0.0,0.2,-2,-0.5,1
CC(=O)N(c1ccc(N(C(C)=O)S(=O)(=O)c2ccccc2)cc1)S(=O)(=O)c1ccccc1,0.9,1.1,-2,-1.2,-4,0.6,0.6,0.2,-4,0.2,-2
Cc1cc(C(=O)COC(=O)CNC(=O)c2ccc(F)cc2)c(C)n1Cc1ccco1,-0.3,-2.4,3,-1.0,-2,-2.7,-0.4,0.4,-10,0.5,-1
Cc1cc(C(=O)NCc2ccc(Cl)cc2)n(-c2ccccc2)n1,-1.4,0.8,3,-1.6,-4,2.2,0.1,-0.6,3,0.6,-3
COc1ccc(C)cc1S(=O)(=O)Nc1cccc(Cl)c1Cl,-2.3,-1.6,-13,-1.0,-12,0.4,0.8,0.1,-17,-0.9,0
CN(C)c1ccc(C=C(C#N)C(=O)c2ccccc2)cc1Br,3.3,0.9,7,-0.9,-1,nt,nt,0.2,-2,-0.2,-5

# All compounds of this part, previewed entries included:
SMILES,hcDAF-12 act,hgDAF-12 ag,NPR1 activator,ssDAF-12 act,GC-B act,GAA850 FXN act,DAX1 inh-1,DAX1 inh-2,HGIII-sPLA2 inh,KLK7 zymogen act,SMARCA2 act
O=c1[nH]n(-c2ccc(F)cc2)c2ncccc12,-0.6,-0.2,-6,-1.0,-1,1.3,0.0,0.2,-2,-0.5,1
CC(=O)N(c1ccc(N(C(C)=O)S(=O)(=O)c2ccccc2)cc1)S(=O)(=O)c1ccccc1,0.9,1.1,-2,-1.2,-4,0.6,0.6,0.2,-4,0.2,-2
Cc1cc(C(=O)COC(=O)CNC(=O)c2ccc(F)cc2)c(C)n1Cc1ccco1,-0.3,-2.4,3,-1.0,-2,-2.7,-0.4,0.4,-10,0.5,-1
Cc1cc(C(=O)NCc2ccc(Cl)cc2)n(-c2ccccc2)n1,-1.4,0.8,3,-1.6,-4,2.2,0.1,-0.6,3,0.6,-3
COc1ccc(C)cc1S(=O)(=O)Nc1cccc(Cl)c1Cl,-2.3,-1.6,-13,-1.0,-12,0.4,0.8,0.1,-17,-0.9,0
CN(C)c1ccc(C=C(C#N)C(=O)c2ccccc2)cc1Br,3.3,0.9,7,-0.9,-1,nt,nt,0.2,-2,-0.2,-5
Cc1ccc(C(=O)C2=C(O)C(=O)N(c3ncccn3)C2c2ccc(Cl)cc2)o1 (configuration not stated),0.8,0.1,5,-0.1,0,-1.1,0.8,0.3,-13,-1.4,1
CCCCNc1cc(F)nc(N)n1,-0.4,0.4,1,-1.3,6,2.9,1.9,-0.2,0,0.0,-3
O=C(Nc1nnc(-c2ccco2)o1)c1ccc(N2C(=O)CCC2=O)cc1,0.3,-2.0,-4,-0.9,6,-0.4,0.8,0.6,2,0.5,-4
CN(C)C(=S)Oc1ccccc1C1(C)OCCO1,-1.2,2.0,-4,-0.8,6,-0.3,-0.7,0.5,8,0.0,3
Cc1cc(C)cc(NC(=O)c2cnn(-c3ccccc3)c2C2CCNCC2)c1,-1.1,-0.6,0,-0.9,4,0.8,4.1,0.6,1,-0.2,3
Cc1cccc(CNC(=O)c2sc(=O)n(Cc3c(C)cccc3C)c2C)c1,-3.0,-3.0,-2,-0.3,0,-1.3,nt,-0.9,-13,0.3,0
CC(C)n1nc(C(=O)Nc2ccccc2N2CCOCC2)c2ccccc2c1=O,0.4,7.0,14,-1.3,12,2.4,-1.2,0.2,-4,0.1,7
Cc1ccc(CNC(=O)c2nc3nc(C)cc(C)n3n2)cc1,-0.3,0.9,2,-1.2,2,-1.4,1.3,-0.7,4,0.1,-2
CCN(CC)CCNc1nc(-c2ccco2)c2c(c1C#N)CC(C)(C)OC2,-1.4,-0.9,0,-1.4,-3,0.5,-0.2,1.1,5,9.9,-5
CCCN(CC#CC(O)(c1ccccc1)c1cccnc1)CCC (configuration not stated),-1.9,-1.5,-11,-2.3,-4,-1.3,0.8,0.7,-2,0.8,1
O=C(NNC(=O)c1ccccc1F)c1cccc(Cl)c1,1.4,9.5,2,-1.3,2,5.2,1.3,0.4,1,0.5,3
O=S(=O)(c1ccccc1F)N1CCc2ccccc2C1,-0.1,1.1,-4,0.0,-2,1.9,-0.1,0.0,0,-0.7,6
COc1ccc(C)cc1NC(=O)CCCN1C(=O)C2CC=CCC2C1=O (configuration not stated),3.8,0.7,-3,0.2,5,-1.1,-0.1,2.1,3,-0.1,-3
Cc1ccccc1/C=N/N1C(=O)CSC1=S,-0.3,0.8,-2,-1.0,1,1.0,-0.3,0.2,0,-0.7,0
COc1cc(CN2CC(=O)N(c3cc(Cl)ccc3C)C2=S)cc(OC)c1OC,-2.2,-1.9,3,-1.5,0,-1.7,-0.9,-0.6,-141,-1.4,3
COc1ccc(/C=C/C(=O)CC(O)(c2ccccc2)C(F)(F)F)cc1 (configuration not stated),0.8,-4.6,2,-1.5,-2,0.9,-0.9,-0.7,-16,-0.2,-2
Cc1ccccc1C(=O)Nc1nnc(-c2ccco2)s1,9.4*,16*,-2,1.1*,1,1.2,-0.9,5.2*,-10,0.1,0
CSc1nc(C(=O)N2CCCC(N3CCN(c4ccccc4C)CC3)C2)cs1 (configuration not stated),-4.0,-1.5,1,-1.9,5,-3.9,-0.8,-5.2,-1,-0.5,-2
O=C(OCc1nnc(-c2ccccc2)o1)c1cc(=O)[nH]c2ccccc12,-0.5,1.9,-1,-0.7,-2,-0.1,2.0,-0.9,14,-2.5,2
Cc1cc(Cl)c(O)c(-n2nc3ccccc3n2)c1,-0.2,1.9,-12,-0.5,-4,4.2,-0.6,0.1,2,0.3,2
Cc1ccccc1CC1(CO)CCCN(Cc2ccc3c(c2)OCCO3)C1 (configuration not stated),1.2,1.1,-2,-1.4,-4,-2.5,0.7,-0.7,-4,1.0,-1
CCNc1nc(Cl)nc(N(NC(C)=O)C(C)C)n1,-1.5,1.4,3,-1.4,-7,1.2,0.6,-0.2,0,-0.2,1
CN(C)CC1CCCCC1OC(=O)c1ccc(Cl)cc1 (configuration not stated),-1.0,0.2,1,-1.9,-2,-2.5,-0.3,0.4,-1,-0.2,-4
COc1cc(CCC(=O)Nc2nnc(C)s2)cc(OC)c1OC,-2.5,1.4,-3,-0.8,1,-4.2,-1.7,-1.1,0,-0.3,1
CCOC(=O)C1CCN(C(c2cccc(F)c2)c2sc3nc(C)nn3c2O)CC1 (configuration not stated),0.1,-2.5,-2,-1.7,3,1.5,-0.1,0.5,-1,0.0,1
Cc1nc2ccccc2n1C1CC(=O)N(N(C)C)C1=O (configuration not stated),0.3,-1.0,-1,-1.6,-3,2.7,2.8,-0.1,13,-0.2,-3
Cc1cc(C)n2nc(-c3ccc(F)cc3)cc2n1,9.5*,18*,-1,2.9*,-6,7.0,3.3,6.6*,6,0.1,7
CC(=O)N1CCOc2ccc(S(=O)(=O)N3CCC(C(=O)Nc4ccc(C)c(C)c4)CC3)cc21,-0.9,-2.3,-9,-1.2,-5,-0.9,-0.3,-1.5,-11,0.5,-3
C=CC[C@H](CC(=O)NCCO)C(=O)N[C@@H](C)COC(=O)[C@@H](CC=C)CC(=O)OC(C)(C)C,-0.4,-1.6,-1,-1.2,9,-2.0,0.8,-0.6,9,-0.1,-1
COC(=O)c1cc(NC(=O)C(C)c2ccc(CC(C)C)cc2)ccc1O (configuration not stated),-2.5,7.0,3,-2.1,2,1.1,nt,-1.6,-7,0.0,-3
COc1ccc2c(c1)C=C(C(=O)NCc1ccc(Cl)cc1)CO2,-1.5,-0.2,5,-1.5,-1,-1.5,0.0,-0.7,-30,0.5,-1
CCn1c(O)c(/C=N/N=C2CCCCC2)c2cc(C3=NNC(=O)CC3)ccc21,0.7,-1.3,8,-1.3,0,1.1,-2.1,-0.5,6,0.7,-2
CCOCCCNCC(=O)N1CCN(S(=O)(=O)c2ccc(C)cc2)CC1,-0.8,-1.4,4,-1.3,1,-1.3,0.7,0.1,6,-0.7,-1
NS(=O)(=O)c1cccc(NC(=O)CNC(=O)CC23CC4CC(CC(C4)C2)C3)c1,-0.3,5.2,0,-0.8,2,3.2,-1.1,0.3,-11,0.3,0
COc1ccc(/C=C/C(=O)Nc2ccccc2C(=O)NCC(c2ccc(OC)cc2)N(C)C)cc1 (configuration not stated),-2.5,0.0,-8,-2.1,-10,-4.9,-1.4,-0.6,-15,0.5,3
COc1ccc(NC(C)=O)cc1NC(=O)CSc1nnc(-c2cccnc2)n1C,0.8,-0.3,2,-1.5,-1,0.8,-0.8,-0.2,8,0.1,3
COc1ccccc1CC1(C)NC(=O)N(CC(=O)Nc2cc(C)on2)C1=O (configuration not stated),-2.9,0.8,4,-0.9,9,-1.8,1.5,0.8,1,0.4,0
O=C(Nc1c(C(=O)N2CCC(N3CCCCC3)CC2)oc2ccccc12)c1ccc(F)cc1,-2.0,0.2,1,-1.4,-5,2.1,0.5,8.1*,4,-0.7,-1
O=S(=O)(c1cccc2cccnc12)N1CCN(c2ccccn2)CC1,-1.7,0.0,-2,-1.2,3,0.8,1.3,-0.3,-1,0.2,-2
O=C(CCn1nnc2ccccc21)N1CCN(c2ccccc2F)CC1,8.8*,11*,-3,0.0,1,nt,nt,1.9,12,-0.2,0
O=C(OCc1ccccc1)N1CCC2CC1c1ccc(-c3ccc4c(c3)OCO4)cc12 (configuration not stated),-1.4,0.4,-4,-0.5,7,1.1,0.1,-0.4,2,0.3,0
CC(=O)Nc1ccc(C=Cc2ccc([N+](=O)[O-])cc2)cc1,1.3,9.8,7,-0.4,-6,3.4,2.1,3.4,-1,-0.2,-2
O=C(CSc1cccc(C(F)(F)F)c1)N1CCN(S(=O)(=O)c2ccccc2)CC1,-1.9,-2.4,-6,-0.2,0,-3.3,-0.8,-0.7,-19,0.3,-2
CC(OC(=O)c1nc(Cl)ccc1Cl)C(=O)NC1CCCCC1C (configuration not stated),-1.5,0.9,-6,-1.5,2,1.6,0.8,-0.6,16,0.3,-3
CC(C)(C)c1ccc(OCC(=O)NC2CCS(=O)(=O)C2)cc1 (configuration not stated),0.5,0.8,1,-0.8,1,0.3,0.3,-0.4,-5,0.3,0
COc1ccc(OC2CCN(S(=O)(=O)c3ccc(OC)c(OC)c3)CC2)cc1,-3.4,-1.4,-3,-1.8,-1,5.9,-0.2,-0.8,-8,0.3,-3
COc1ccc(CNC(=O)COC(=O)c2ccco2)cc1,-1.0,0.8,1,-1.7,-1,0.3,0.9,0.9,-3,-0.2,-2
COc1ccc(CN2CCNC(=O)C2CC(=O)NCC(C)(C)N2CCOCC2)cc1C (configuration not stated),-2.5,0.1,0,-0.8,-2,-0.4,1.0,0.4,4,-0.3,-3
